# Source: PubChem BioAssay (National Center for Advancing Translational Sciences (NCATS))
# PTHR1 ag: activates the human parathyroid hormone receptor PTHR1; HEK293 GP2 PTHR1 cells, GloSensor cAMP luminescence, 1 h; Potency, µM (highest dose often 115 µM), without a hit: top-dose activation, actives largely listed as activators; 410,000 compounds, 0.075% hits; AID 743266; also: potency is read from the fitted curve at half-maximal effect; nearly all actives have a fitted effect of over 55% in size; some results filed as inactive show a strong effect at the top dose; inactives centre near -15; many of its hits are not listed in these tables
#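 HEK-293-derived GP2 cells expressing PTHR1 and a GloSensor cAMP reporter, 3,000/well, plated overnight, given luciferin plus IBMX (each 0.5 mM as added) for 1 h at 37 °C, then compound for 1 h at 37 °C. Luminescence was read after 15 min at room temperature.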
# PLK1 PBD inh: inhibitors of human PLK1 polo-box domain binding | P53350 | Plk1 PBD binding of FITC phosphopeptide, fluorescence polarization | Potency, µM, inactives show max response, negative = inhibition, actives largely listed as inhibitors | 360,000 compounds, 2.8% hits; also: potency is read from the fitted curve at half-maximal effect; series mostly up to about 57 µM; % is scaled to controls: 0 for no effect and ±100 for the full control effect; nearly all actives have a fitted effect of over 65% in size
# Target sequence (P53350 whole entry, looked up, the tested form may be a part): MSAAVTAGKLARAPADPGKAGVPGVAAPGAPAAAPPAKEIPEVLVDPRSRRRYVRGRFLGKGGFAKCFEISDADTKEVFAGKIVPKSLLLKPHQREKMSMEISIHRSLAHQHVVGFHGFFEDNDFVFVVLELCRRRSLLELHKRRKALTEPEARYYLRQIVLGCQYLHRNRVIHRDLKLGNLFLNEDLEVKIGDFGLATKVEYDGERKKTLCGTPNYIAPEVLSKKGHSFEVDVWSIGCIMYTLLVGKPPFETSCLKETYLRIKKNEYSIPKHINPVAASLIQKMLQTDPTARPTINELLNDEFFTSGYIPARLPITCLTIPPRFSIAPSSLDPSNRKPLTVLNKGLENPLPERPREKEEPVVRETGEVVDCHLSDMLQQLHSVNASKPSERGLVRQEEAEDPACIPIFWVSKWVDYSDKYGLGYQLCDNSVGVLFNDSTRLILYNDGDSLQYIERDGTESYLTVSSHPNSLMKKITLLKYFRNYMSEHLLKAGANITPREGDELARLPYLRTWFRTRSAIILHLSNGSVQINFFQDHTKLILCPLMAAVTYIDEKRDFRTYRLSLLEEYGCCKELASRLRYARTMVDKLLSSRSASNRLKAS
# PI5P4K alpha inh: inhibitors of human PI5P4K alpha. 330,000 compounds, 1.2% hits. P48426. max response, %. PI5P4Kalpha enzyme, ADP-Glo luminescence, 60 min; hits give low values. AID 652105; active = max response of -50% or lower; inconclusive = between -30% and -50%; inactive = -30% or higher; also: value at the top dose of about 77 µM; % is scaled to controls: 0 for no effect and ±100 for the full control effect
# Target sequence (P48426 whole entry, looked up): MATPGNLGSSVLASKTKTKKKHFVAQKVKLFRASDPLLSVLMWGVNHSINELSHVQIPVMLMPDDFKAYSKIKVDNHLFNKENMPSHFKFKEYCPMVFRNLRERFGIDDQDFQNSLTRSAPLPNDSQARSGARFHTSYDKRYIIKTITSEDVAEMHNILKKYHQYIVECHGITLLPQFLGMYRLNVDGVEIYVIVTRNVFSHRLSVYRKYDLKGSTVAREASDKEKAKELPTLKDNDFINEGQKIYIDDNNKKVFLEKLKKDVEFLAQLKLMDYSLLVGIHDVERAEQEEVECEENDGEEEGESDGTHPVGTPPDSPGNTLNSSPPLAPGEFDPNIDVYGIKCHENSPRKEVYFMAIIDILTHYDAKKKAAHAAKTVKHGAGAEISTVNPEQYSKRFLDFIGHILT
#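 Enzyme plus substrate dispensed, test compounds pinned in, then ATP (5 microM final) added. After 60 min at RT, ADP-Glo reagent 1 for 45 min and reagent 2 for 30 min preceded luminescence imaging.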
# HEK293 tox: cytotoxicity in counter-screen for GLP-1R inverse agonists. HEK293 cAMP-luciferase reporter cells, luminescence, 24 h. Potency, µM (top dose mostly 38.3 µM), inactives show top-dose activity change, negative = inhibition, hits mostly inhibitors. 410,000 compounds, 0.13% hits;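 also: loss of luciferase light is scored as toxicity; potency is read from the fitted curve at half-maximal effect; % is scaled to controls: 0 for no effect and ±100 for the full control effect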
#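 Seeding density was 200 cells/uL; after overnight-length (12 h) culture, 23 nL compounds went on for 24 h at 37 °C. Readout used a luciferase detection reagent, luminescence taken after 12 min at room temperature.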
# EPAC1 antagonist: antagonists of human EPAC1. AID 720709. EPAC1 GEF assay, Rap1b-BODIPY-GDP exchange fluorescence. O95398. Potency, µM (doses to about 115 µM), for inactives: at the highest dose activity change, negative = inhibition, most hits filed as inhibitors. 360,000 compounds, 0.14% hits;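 also: potency is read from the fitted curve at half-maximal effect; plate controls were vehicle for no effect and positive control for full effect; nearly all actives have a fitted effect of over 50% in size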
# IL-2 act: activates IL-2 in a cell-based reporter assay; IL-2 activation reporter assay, cell-based qHTS; stimulated with anti-CD3/CD4/CD28 beads; in transgenic mouse T cells; activation, % (series mostly up to about 46 µM); 360,000 compounds, 0.065% hits; in the data active = activation above about 50%; inconclusive = mostly about 30% to 49%; also: 0% is about no effect
#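 Readout is EGFP and DsRed signal by fluorescent plate cytometry after 18 h at 37 degrees C. Transgenic mouse T cells (750/well) received compound for 60 min before bead stimulation (anti-CD3, anti-CD4, anti-CD28); memory T cells served as non-tolerant control.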
# EPAC1 agonist: activates human EPAC1 exchange factor; O95398; Potency, µM (series often up to 154 µM), for inactives: at the top dose activation, usual class: activators; AID 720707; 360,000 compounds, 0.073% hits; EPAC1 agonist qHTS, biochemical assay; response scale: 100% = response to 6.5 mM cAMP; also: potency is read from the fitted curve at half-maximal effect; nearly all actives have a fitted effect of over 60% in size
#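 Fluorescent GDP-exchange assay: 100 nM EPAC1 with 250 nM Rap1B preloaded with BODIPY-GDP and 50 uM GDP; compounds tested as concentration series, 5 min at room temperature, then read every 5 min for 30 min (ex 480/em 540 nm); normalized to 6.5 mM cAMP.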
# GLP-1R inv ag: GLP-1 receptor (human) inverse agonism | 410,000 compounds, 1.6% hits | AID 624417 | HEK293 GLP-1R CRE-luciferase, luminescence, 24 h; GLP-1R form is constitutively active | Potency, µM (highest dose often 38.3 µM), for the others: at the highest dose activity change, negative = inhibition, most hits filed as inhibitors; also: potency is read from the fitted curve at half-maximal effect; % is scaled to controls: 0 for no effect and ±100 for the full control effect; nearly all actives have a fitted effect of over 55% in size
#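 Stable HEK293 clone (constitutively active GLP-1R + cAMP-response luciferase); 200 cells/uL plated, 12 h pre-culture, compound 24 hr, 37 deg C/5% CO2; detection reagent 12 min RT; luminescence.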
# GLP1R ag: agonists of human GLP-1 receptor. P43220. HEK293 GLP-1R CRE-luciferase, luminescence, 4-6 h; cells express a hypersensitive GLP-1R form. Potency, µM (top dose mostly 45.6 µM), for inactives: top-dose activation, hits mostly activators. 380,000 compounds, 0.007% hits. AID 624172; also: potency is read from the fitted curve at half-maximal effect; % of control where 0% means no effect
# The depositor's hits bear a star; i = inactive; ? = inconclusive; nt = not tested or not shown; & = joins results of further samples; [ ] = remark or other dose. Unless noted, calls follow the shape of the dose curve; as a rule, active = well fitted curve in the direction sought with a large enough effect; inconclusive = small, poorly fitted or top-dose-only effect, or another doubt; inactive = no such curve, though single readings can be large; an effect the other way counts as inactive or inconclusive. A portion of the library (hit frequency here may not be typical).
SMILES,PTHR1 ag,PLK1 PBD inh,PI5P4K alpha inh,HEK293 tox,EPAC1 antagonist,IL-2 act,EPAC1 agonist,GLP-1R inv ag,GLP1R ag
O=C(CCNC(=O)c1ccc(Cl)cc1)Nc1ccc(S(=O)(=O)N2CCCCC2)cc1,i,-0.7%,-2.7,1.2%,-1.3%,-3.9,-0.8%,-17.5%,10.7%
Nc1n[nH]c(-c2ccccc2[N+](=O)[O-])n1,i,-7.3%,-10.0,-5.6%,2.9%,0.6,-0.9%,1.8%,0.2%
COc1ccccc1NC(=O)CCc1nc(-c2ccccc2F)no1,-29.7%,-10.9%,0.6,5.2%[0.307 µM],2.1%,-0.2,-5.5%,13.4%[0.307 µM],11.4%
CSc1nc2c(c(=O)[nH]1)C(c1cccc(Cl)c1)CC(=O)N2 (configuration not stated),i,-4.7%,0.1,6.0%,2.9%,-0.8,0.2%,3.3%,3.4%
CS(=O)(=O)N(CC(=O)Nc1ccc(S(=O)(=O)N2CCOCC2)cc1)c1ccccc1Cl,-21.7%,2.1%,-6.4,0.7%,-2.9%,-0.7,-1.2%,-16.5%,4.2%
CCOc1ccccc1NC(=S)NC(=O)CCCOc1ccc(Cl)cc1Cl,i,-6.0%,nt,?,-15.2%,-0.4,18.0%,-4.0%,7.5%
COC(=O)c1ccc(CN2CCCC(CO)(Cc3ccc(F)cc3F)C2)cc1 (configuration not stated),i,-24.9%,4.3,2.3%,-1.5%,-3.1,-2.1%,?,3.1%
COCCN(C(=O)c1cc(-c2ccncc2)nc2ccccc12)c1c(N)n(CC(C)C)c(=O)[nH]c1=O,i,-3.4%,8.2,6.6%,-4.6%,1.7,-24.8%,3.6%,8.4%
COc1ccc(CCC(C)NC(=O)Cc2ccc(OC)c(OC)c2)c(OC)c1 (configuration not stated),-82.5%[inhibitor],-8.9%,-7.5,0.2%,3.2%,-0.1,-0.1%,-5.7%,-3.0%
COC(C[C@@H](O)C[C@H](O)COCc1ccccc1)OC,-8.9%,8.1%,-0.4,15.3%,4.3%,0.3,0.6%,2.0%,-0.6%
CCOc1ccc(C(=O)Nc2ccc(S(=O)(=O)NCC3CCCO3)cc2)cc1OCC (configuration not stated),-23.3%,-10.2%,-2.5,11.6%,-6.1%,-2.9,-9.2%,17.3%,0.5%
Cc1cccc(Oc2c(C=O)c3ccccc3n2C)c1,i,1.2%,0.1,-14.2%,-16.9%,0.4,15.7%,?,4.6%
COc1ccc(Cl)cc1C(=O)Nn1c(-c2cccs2)nc2ccccc2c1=O,-10.3%,-1.7%,-0.1,-3.9%,-6.3%,0.5,0.6%,?,-1.0%
C[C@H](c1ccccc1)N1C[C@@H](COCc2ccccc2)Oc2cc(N3CC[C@H](O)C3)ccc2S1(=O)=O,-41.7%[inhibitor],-2.8%,11.6,-1.5%,-9.0%,0.5,9.0%,?,-2.3%
Cc1ccc(C2=NN(S(=O)(=O)c3ccccc3)C(c3ccco3)C2)cc1 (configuration not stated),-96.2%[inhibitor],-5.4%,3.4,1.9%,-6.1%,-0.4,13.9%,?,-2.4%
COc1ccc(-c2csc(Nc3ccc(S(=O)(=O)Nc4cc(C)on4)cc3)n2)cc1C,-30.9%[inhibitor],?,-12.2,-22.6%,-3.4%,2.8,-19.4%,?,-2.3%
CCN1C(=O)C(O)(CC(=O)c2ccccn2)c2ccccc21 (configuration not stated),-24.3%,-21.2%,-11.2,6.6%,1.7%,-1.7,5.6%,2.0%,-7.2%
Cc1cc(CN(C)C(=O)c2cc(COc3ccc(F)cc3Cl)on2)n[nH]1,-20.7%,-13.1%,3.8,-10.7%,-19.1%,-2.9,-8.0%,-4.9%,12.9%
O=C(Nc1ccc2c(c1)OCO2)O[C@@H]1C[C@H]2CCCC(=O)N3CC[C@@H](C1)[C@@H]23,i,-12.7%,-3.0,-1.4%,-9.5%,-3.7,4.7%,8.3%,12.1%
O=C(O)COCC(=O)Nc1ccc2c(c1)oc1ccccc12,-5.1%,-6.3%,-1.5,11.2%,8.2%,-0.9,11.0%,-3.6%,-1.7%
Cc1cc(C)n(C2CCCCC2OC(=O)c2ccccc2F)n1 (configuration not stated),-24.1%,-5.5%,2.5,-4.2%,8.3%,-0.9,9.4%,?,-3.2%
CCc1nnc(NC(=O)CSc2nc3cc(OC)c(OC)cc3cc2C)s1,-45.1%[inhibitor],-8.5%,4.7,-4.5%,-5.9%,0.9,7.3%,18.8%,13.6%
CN(C)C(=O)/C(=C/c1ccc(-c2cccc([N+](=O)[O-])c2)o1)NC(=O)c1ccccc1,-36.0%[inhibitor],-5.8%,5.4,-5.1%,-12.8%,-0.7,-1.2%,5.8%,6.3%
Cc1nc2ccc(S(=O)(=O)NC(C(=O)N3CCn4c3nc3ccccc34)C(C)C)cc2s1 (configuration not stated),-10.0%,7.3%&-5.0%,-0.4,0.0%,-6.5%,-1.5,3.4%,-11.4%,-5.6%
CCOC(=O)/C(C#N)=C/Nc1ccccc1NS(=O)(=O)c1ccc2c(c1)OCCO2,0.0%,-7.6%,5.2,1.4%,-17.3%,-0.1,0.4%,4.0%,-6.8%

# Compounds shown so far with a nitro group on carbon (2):
SMILES,PTHR1 ag,PLK1 PBD inh,PI5P4K alpha inh,HEK293 tox,EPAC1 antagonist,IL-2 act,EPAC1 agonist,GLP-1R inv ag,GLP1R ag
Nc1n[nH]c(-c2ccccc2[N+](=O)[O-])n1,i,-7.3%,-10.0,-5.6%,2.9%,0.6,-0.9%,1.8%,0.2%
CN(C)C(=O)/C(=C/c1ccc(-c2cccc([N+](=O)[O-])c2)o1)NC(=O)c1ccccc1,-36.0%[inhibitor],-5.8%,5.4,-5.1%,-12.8%,-0.7,-1.2%,5.8%,6.3%

# Further results follow.
SMILES,PTHR1 ag,PLK1 PBD inh,PI5P4K alpha inh,HEK293 tox,EPAC1 antagonist,IL-2 act,EPAC1 agonist,GLP-1R inv ag,GLP1R ag
Cc1ccc(NC(=O)c2ccccc2-c2cc(C)no2)cc1,-31.5%,-1.2%,2.1,5.8%,6.7%,2.5,8.3%,0.5%,3.7%
Cc1nc(C(=O)Nc2ccc(Cl)cc2)nn1-c1ccc([N+](=O)[O-])cc1,-7.4%[57.5 µM],0.1%,-2.4,-12.4%,-2.3%,-3.4,-1.0%,0.8%,-6.9%
CCCC(=O)Nc1cccc(NC(=O)Cc2ccc(Cl)cc2)c1,-22.0%,-1.9%,1.4,-11.7%,-22.9%,2.0,-7.3%,-10.0%,4.7%
CCOC(=O)c1c(NC(=O)C2C3CCC(O3)C2C(=O)O)sc(C)c1-c1ccc(C)cc1 (configuration not stated),-10.5%,?,-17.0,-1.4%,3.2%,0.2,-5.0%,0.3%,-3.2%
CC1S/C(=N/N=C/c2ccco2)N(Cc2ccccc2)C1=O (configuration not stated),-17.3%,-10.6%,-3.1,36.3%[activator],-4.7%,0.4,16.2%,?,6.8%
Cc1ccc2c(c1)c(N=Nc1ccc([N+](=O)[O-])cc1)c(O)n2C,i,1.5%,-3.8,-4.7%,2.2%,0.9,-10.2%,34.8%[activator],-0.2%
CCN(CC)C(=O)CN(c1cccc(OC)c1)S(=O)(=O)c1ccc(C)cc1,-1.3%,-19.5%,0.1,14.0%,-2.8%,2.1,3.0%,-20.6%,9.8%
CCC(C)Cn1c(C(C)O)nc2ccccc21 (configuration not stated),i,-8.0%,0.4,-7.7%,-10.2%,-1.0,0.7%,-6.3%,0.3%
CCOC(=O)c1nc(-c2ccccc2)oc1N(C)C,i,-4.5%,2.3,-6.3%,9.1%,0.2,-10.6%,25.0%,11.0%
O=C(CCCCN1CCCCC1)c1ccccc1,-14.7%,-20.5%,-9.0,-0.8%,?,0.1,5.5%,13.7%,3.1%
COc1ccc(-n2c(CN3CCN(C)CC3)nc3ccc([N+](=O)[O-])cc3c2=O)c(OC)c1,i,3.1%,-4.7,2.2%,-0.5%,2.4,-16.8%,12.5%,-1.5%
O=C(CNC(=S)N(CCCN1CCOCC1)Cc1cccs1)NC1CCCC1,i,0.0%,-1.0,-8.6%,-8.8%,-1.1,-2.5%,2.6%,1.3%
COc1cc(CNc2nc3ccccc3n2Cc2ccccc2)ccc1O,-0.9%,1.2%,-7.1,1.9%,-6.1%,-0.2,1.0%,-22.0%,3.3%
COc1ccccc1Cn1nc(C(=O)O)c2ccccc2c1=O,-14.1%,-4.3%,2.3,-0.2%,9.0%,-0.8,-1.2%,7.7%,?
CC(=O)Nc1ccc2nc(SCC(=O)O)sc2c1,i,-7.8%,-14.1,-14.8%,3.2%,0.5,3.8%,25.7%,-6.1%
Cc1cccc(Cn2c(SCCN3CCCCC3)nc3c2c(=O)[nH]c(=O)n3C)c1,i,-17.3%,-1.5,3.9%,-3.5%,3.3,-5.4%,12.5%,15.4%
Cc1c(C(=O)NC(c2ccccn2)C(F)(F)F)oc2c(F)cccc12 (configuration not stated),-2.5%,-20.7%,4.7,-0.1%,-1.9%,1.7,5.5%,3.2%,2.8%
CCOc1ccccc1N(CC)C(=O)Cn1ncc2c(=O)oc3ccccc3c21,i,0.8%,-5.9,-30.9%,5.2%,0.4,-15.6%,2.0%,1.9%
OCCNc1nc(-c2ccccc2)nc2c1oc1ccccc12,-10.2%,2.5%,4.5,2.4%,-10.8%,0.5,5.8%,?,2.0%
CCS(=O)(=O)N1CCN(C(=O)c2cccc3ccccc23)CC1,-6.7%,1.1%,-4.9,9.7%,-11.8%,2.6,8.0%,5.0%,0.8%
Cc1ccc(Cn2cccc2C2=NC(C)CO2)cc1 (configuration not stated),-3.5%,-0.1%,0.3,4.3%,6.1%,0.6,-2.9%,-9.5%,-5.1%
O=C(Nc1ccccc1N1CCCC1)c1cccnc1Cl,-7.7%[57.5 µM],-6.3%,2.2,-2.0%,-14.6%,-0.4,21.1%,-10.2%,-1.0%
COc1ccc(Cl)cc1NC(=O)c1ocnc1C,i,0.0%,nt,-5.1%,16.1%,-1.0,-4.1%,11.1%,-1.5%
